# KDM5B inhibitor – blocks human KDM5B histone demethylase activity. Q9UGL1. KDM5B demethylase, FDH-coupled NADH fluorescence (FDH is formaldehyde dehydrogenase). Potency, µM (doses to about 57.7 µM), without a hit: top-dose activity change, negative = inhibition, actives largely listed as inhibitors. 220,000 tested, 2.6% active. AID 1347165; active = well fitted inhibition curve with a large enough effect; inconclusive = small, poorly fitted or top-dose-only effect; inactive = no such curve, though single readings can be large or run the other way; also: 0% is about no effect; nearly all actives have a fitted effect of over 70% in size
# Target sequence (Q9UGL1 whole entry, looked up): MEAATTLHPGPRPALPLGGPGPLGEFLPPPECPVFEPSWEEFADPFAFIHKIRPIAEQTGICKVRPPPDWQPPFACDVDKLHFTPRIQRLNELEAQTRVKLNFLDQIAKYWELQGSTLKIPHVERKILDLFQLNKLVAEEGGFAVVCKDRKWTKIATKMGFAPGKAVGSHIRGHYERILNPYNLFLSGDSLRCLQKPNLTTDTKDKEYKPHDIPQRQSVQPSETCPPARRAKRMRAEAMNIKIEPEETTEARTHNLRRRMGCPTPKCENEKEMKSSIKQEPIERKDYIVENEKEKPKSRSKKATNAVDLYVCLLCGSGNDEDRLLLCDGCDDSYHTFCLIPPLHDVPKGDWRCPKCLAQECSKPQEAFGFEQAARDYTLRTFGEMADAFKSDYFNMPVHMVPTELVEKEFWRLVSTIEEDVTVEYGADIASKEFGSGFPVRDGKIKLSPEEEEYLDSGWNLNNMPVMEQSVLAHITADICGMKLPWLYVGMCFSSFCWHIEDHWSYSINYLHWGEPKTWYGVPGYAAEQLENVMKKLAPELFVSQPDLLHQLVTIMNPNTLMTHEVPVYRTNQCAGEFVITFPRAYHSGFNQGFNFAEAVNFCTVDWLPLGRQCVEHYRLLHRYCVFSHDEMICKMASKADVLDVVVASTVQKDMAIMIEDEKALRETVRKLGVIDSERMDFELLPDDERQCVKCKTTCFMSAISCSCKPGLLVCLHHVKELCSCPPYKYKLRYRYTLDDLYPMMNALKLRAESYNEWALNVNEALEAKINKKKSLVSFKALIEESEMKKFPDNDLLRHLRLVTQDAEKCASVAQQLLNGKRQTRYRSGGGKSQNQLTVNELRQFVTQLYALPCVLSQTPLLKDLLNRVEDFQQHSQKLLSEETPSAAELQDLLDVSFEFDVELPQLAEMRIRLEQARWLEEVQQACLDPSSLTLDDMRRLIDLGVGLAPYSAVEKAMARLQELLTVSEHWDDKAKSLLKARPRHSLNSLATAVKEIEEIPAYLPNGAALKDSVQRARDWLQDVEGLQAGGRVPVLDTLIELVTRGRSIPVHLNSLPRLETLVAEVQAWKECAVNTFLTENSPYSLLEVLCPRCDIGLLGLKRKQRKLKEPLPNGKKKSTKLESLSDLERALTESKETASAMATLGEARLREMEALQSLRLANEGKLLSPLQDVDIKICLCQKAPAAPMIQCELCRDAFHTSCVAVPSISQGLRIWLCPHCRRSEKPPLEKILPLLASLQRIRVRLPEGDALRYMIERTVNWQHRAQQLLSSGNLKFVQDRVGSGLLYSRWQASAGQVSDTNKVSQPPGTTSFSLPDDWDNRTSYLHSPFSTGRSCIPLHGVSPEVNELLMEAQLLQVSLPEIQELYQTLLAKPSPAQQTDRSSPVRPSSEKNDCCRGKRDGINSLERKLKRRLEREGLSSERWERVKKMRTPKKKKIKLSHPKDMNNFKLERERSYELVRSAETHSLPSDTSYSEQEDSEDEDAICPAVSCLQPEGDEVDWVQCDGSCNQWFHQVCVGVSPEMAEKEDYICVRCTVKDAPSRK
#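 Inhibition is measured as reduced NADH fluorescence generation from FDH coupling to formaldehyde release. Truncated KDM5BΔAP at 200 nM final acts on H3K4me3 peptide (12.5 µM in substrate mix) in pH 7.5 HEPES buffer with Tween-20, 30 min, room temperature.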
# An asterisk follows results filed as active; i = inactive; u = inconclusive; [ ] = another dose, or the depositor's remark. Potency is read from the fitted curve at half-maximal effect. Only part of the results is shown; rates above refer to the full screens.
KDM5B inhibitor	Compound
u	CCC(C(=O)Nc1cc(OC)ccc1OC)n1nc(-c2ccccc2)c2c(c1=O)CCCC2 (stereo unspecified)
3%[86.2 µM]	O=C1N[C@@H]2CCN(C(=O)c3ccc(C(F)(F)F)cc3)[C@@H]2C(=O)N1c1ccc(F)cc1
u	O=C(O)C1CC2(CCN(C(=O)NCCc3ccccc3)CC2)CN1 (stereo unspecified)
-7%	COc1ccccc1CCNC(=O)Cn1nc(C(N)=O)c2ccccc2c1=O
-4%	Fc1ccc(CCC2CCCNC2)cc1F (stereo unspecified)
-8%	COc1ccc(C(=O)N2CCN(CCNC(=O)C(=O)Nc3ccc(F)cc3)CC2)cc1OC
u	CCc1cccc(NC(=O)c2ccc(CNS(=O)(=O)c3ccc4c(c3)C(C)(C)C(=O)N4C)cc2)c1
22%	O=C(NCc1ccccc1)N1CCC2(CCCCO2)CC1
28µM*	Cc1nn2c(c1-c1ccccc1N1CCCC1)N(C(=O)C1CCOCC1)CCC2
-2%	O=C(Nc1ccccc1)c1ccc(S(=O)(=O)N2CCC(C(=O)O)CC2)cc1
-3%	CC1=C(C(=O)OC2CCCC2)C(c2c(F)cccc2Cl)CC(=O)N1 (stereo unspecified)
0%	Cc1c(C(=O)Nc2c(F)cccc2F)sc2ncn(Cc3ccccc3F)c(=O)c12
1%	CCCCC1CCC(C(=O)Nc2c(C(C)C)cccc2C(C)C)CC1 (stereo unspecified)
-15%	CC(CNC(=O)C1CCN(S(=O)(=O)c2ccc3c(ccn3C)c2)CC1)c1ccccc1 (stereo unspecified)
4%	O=C(Nc1nccs1)c1ncc(Cl)c(Cl)c1Cl
10%	COc1ccc(C2Cn3nnc(C(=O)N4CCC(C(=O)NC(C)C)CC4)c3CO2)cc1 (stereo unspecified)
u	CCc1cc(N2CCCC(OCc3ccccn3)C2)n2nc(C)c(C)c2n1 (stereo unspecified)
8%	O=C([C@@H]1C[C@H](F)CN1S(=O)(=O)c1cccc(F)c1)N1CCCCC1
-5%	O=C(c1ncccc1F)N1C[C@@H](COCC2CC2)[C@H](c2ccccn2)C1
-11%	CCOc1ccccc1C(=O)N[C@@H]1CN(C)C[C@H]1CN(C)C
0%	CCOC(=O)c1nc(NCc2ccc(CC)cc2)c2ccccc2n1
-2%	CCOc1ccc2c(c1)cc(C(=O)N1CCCCC1)n2C
-17%	Cc1ccc(-c2noc(CN(C3CCCCC3)S(=O)(=O)c3ccc(C)cc3)n2)cc1
-4%	O=C(CNC(=O)c1ccccc1F)N/N=C/c1cccs1
-1%	Cc1ccc(-n2nc3c(=O)n(CCCC(=O)NCc4ccccc4F)nc(C)c3c2C)cc1
-15%	CC(C)Oc1ccc(CN2CCCC(COc3ccccc3C(=O)N3CCCC3)C2)cc1 (stereo unspecified)
19%	COc1ccccc1/C=C/C(=O)Oc1ccc(Cl)c(Cl)c1
13%	COc1ccc(CCC(=O)N2CCC(Cc3nc(-c4cnccn4)no3)CC2)cc1
40%[activator]	O=C(COc1ccccc1F)NNC(=O)Cn1c(=O)cnc2ccccc21
u	COc1ccc(CNC(=O)c2ccc(Sc3ccc(Cl)cc3)c(NC(C)=O)c2)c(OC)c1

# Gathered by group: the entries above with a thiophene ring, fused or not (2)
KDM5B inhibitor	Compound
0%	Cc1c(C(=O)Nc2c(F)cccc2F)sc2ncn(Cc3ccccc3F)c(=O)c12
-4%	O=C(CNC(=O)c1ccccc1F)N/N=C/c1cccs1

# Additional results.
KDM5B inhibitor	Compound
-7%	CCc1ccc(NC(=O)C2CCCN2S(=O)(=O)c2cccc3nsnc23)cc1 (stereo unspecified)
u	COc1ccc(S(=O)(=O)N2CCCOC2CNC(=O)C(=O)NCCc2ccco2)cc1C (stereo unspecified)
-6%	COc1ccc(-n2c(C)nnc2SCc2nc(-c3ccc(OC)c(OC)c3)no2)cc1
-20%	CCOC(=O)c1cc(S(=O)(=O)NCc2ccc(F)cc2)[nH]n1
-27%	O=C(N[C@@H]1CCC[C@@H]1C(=O)N1CCN(c2ncccn2)CC1)c1ccncc1
28µM*	CCCc1noc(-c2cccn3c(CNC(=O)c4cc(C)ccc4C)nnc23)n1
-4%	O=C(c1ccccc1-n1cncn1)N1CCC(N2CCCC2=O)CC1
12%	Cc1cc(C)cc(C(=O)Nc2cccc(-c3nn4cnnc4s3)c2)c1
3%	CN(C(=O)Cc1ccc(S(C)(=O)=O)cc1)C1CCc2nn(C)c(=O)n2CC1 (stereo unspecified)
-22%	Fc1ccc(NC(=S)N2CCCN(c3ccc(C(F)(F)F)cn3)CC2)c(F)c1
u	Cc1nn(C)c2c1c(-c1ccccc1)cc(=O)n2CC(=O)NC(C)(C)C
-5%	Cc1ccc(S(=O)(=O)N2CCN(C(=O)c3ccc(Cn4nnc5ccccc54)cc3)CC2)cc1
-21%	COc1ccc(NC(=O)c2sc3nc[nH]c(=O)c3c2C)cc1
-2%	COc1ccc(C(=O)Nc2ccc(N3CCCCC3)cc2)cc1S(=O)(=O)NC1CC1
-15%	Cn1c(=O)[nH]c(=O)c2c1nc(N1CCNCC1)n2CC(N)=O

# Quoted at random: four entries already listed.
KDM5B inhibitor	Compound
3%	CN(C(=O)Cc1ccc(S(C)(=O)=O)cc1)C1CCc2nn(C)c(=O)n2CC1 (stereo unspecified)
12%	Cc1cc(C)cc(C(=O)Nc2cccc(-c3nn4cnnc4s3)c2)c1
19%	COc1ccccc1/C=C/C(=O)Oc1ccc(Cl)c(Cl)c1
-2%	CCOc1ccc2c(c1)cc(C(=O)N1CCCCC1)n2C

# Later entries:
KDM5B inhibitor	Compound
-8%	COc1cccc(NC(=O)NCCCCc2ccccc2)c1
-10%	O=C(Cn1c(=O)[nH]c(=O)c2ccccc21)Nc1cccc2cccnc12
u	O=C(CC1N=C2c3ccccc3N=C(SCc3ccccc3F)N2C1=O)NCCc1ccccc1 (stereo unspecified)
u	CC(C)NC(=O)N1Cc2[nH]cnc2C[C@H]1C(=O)NCc1ccco1
-7%	CCn1cc(C(=O)n2nc(C)cc2C)c(S(=O)(=O)N2CCN(c3cccc(Cl)c3)CC2)n1
16%	Cc1c(C(=O)N(C)c2ccccc2)nnn1-c1ccccc1F
u	CNC(=O)CCn1ncc2cc(OC3CCc4cccc(-c5ccc(O)c(F)c5)c43)ccc21 (stereo unspecified)
25%	O=C(NCCc1ccc(Cl)cc1)c1[nH]c2ccccc2c1Cl
19%	CC(=O)C1C(c2ccccc2)c2c(noc2C)CC1(C)O (stereo unspecified)
-8%	CNC(=O)c1noc([C@@H]2CC(F)(F)CN2C(=O)c2ccc(C)cc2)n1
8%	c1ccc2c3c(c(CN4CCCCC4)cc2c1)COC3
-13%	Cc1nc(SCc2ccccc2)[nH]c(=O)c1CCC(=O)N1CCOCC1
21%	O=C(Nc1ccc(I)cc1C(F)(F)F)c1ccc(Cl)cc1
-21%	CCc1ccc(OCC(=O)N(Cc2ccco2)Cc2ccco2)cc1
-17%	COc1ccc(C(=O)N2C[C@H](c3nc(-c4ccncc4)no3)[C@@H](C)C2)cc1OC
u	Cc1ccc2[nH]nc(C(=O)N3C[C@@H](C(=O)O)[C@H](c4ccc(F)cc4)C3)c2c1
-8%	CSc1ccc(NC(=O)c2sccc2C)cc1
-5%	Cc1nn(-c2nncc(-c3ccccc3)n2)c2c1C(c1cccc(O)c1)CC(=O)N2 (stereo unspecified)
i	O=C(c1ccn2cncc2c1)N1CCOCC1
-1%	CN1CCCCC1=NCCn1cnc2c1c(=O)n(C)c(=O)n2C
13%	CCOc1ccc2nc(SCc3cccc(-c4ccccc4)c3C)sc2c1
16%	CS(=O)(=O)N1CCCC(C(=O)NCCc2ccccn2)CCNC(=O)CC1 (stereo unspecified)
-10%[149 µM]	Cc1cc(Oc2ccc(CN)cc2)nc2ccccc12
-2%	COc1ccc(C2Cn3cnc(C(=O)N4CCC(C(=O)Nc5ccc(F)cc5)CC4)c3CO2)cc1 (stereo unspecified)
-8%	CCn1cc(S(=O)(=O)c2ccccc2)c(=O)c2cc(F)c(N3CCN(c4ccccc4)CC3)cc21
u	N=c1ccn(O)c2ccccc12
16%	Cc1ccc(NC(=O)N2CCN(C(=O)N3CC4CC(C3)[C@H]3CCCC(=O)N3C4)CC2)cc1C (stereo partly specified)
6%	CCc1ccc2c(c1)-c1ccccc1S(=O)(=O)N2CC(=O)NCc1ccncc1
9%	CCCOc1c(Cl)cc(/C=C(/C#N)C(=O)OC)cc1OCC
-3%	O=C(N/N=C/c1ccccc1Cl)c1ccc(Cl)s1
12%	Cc1ccnn1CC(=O)N/N=C/c1c[nH]c2ccccc12
-15%	O=C1CCCCC(C(=O)NCc2ccc3c(c2)OCO3)N1 (stereo unspecified)
u	Cc1ccc(OCc2nc(-c3ccc(C(=O)NCCc4ccc(Cl)cc4)cc3)oc2C)cc1
29%	Cc1cc(C)c(CSc2nnnn2-c2ccc(C(=O)O)cc2)c(C)c1
-2%	COc1ccc(-c2c(C(F)(F)F)oc3cc(O)ccc3c2=O)cc1
4%	Cc1ccc(C2=NN(S(C)(=O)=O)C(c3ccc4nccnc4c3)C2)cc1 (stereo unspecified)
-28%	Cc1cc(=S)[nH]c2c(C)cccc12
-15%	Cc1cccc(N2C(=O)CSC23C(=O)N(Cc2cccc(C(F)(F)F)c2)c2ccccc23)c1 (stereo unspecified)
28%[86.2 µM]	CN(C)Cc1cc(C[C@@H]2CC[C@H](O)[C@@H](CNC(=O)N3CCOCC3)O2)no1
u	CCn1c(SCC(=O)Nc2ccc(Cl)cc2)nc2nc3c(cc2c1=O)COC(C)(C)C3
30%	CCNC(=O)CC1C(=O)N(CC)C(=S)N1NC(=O)c1ccccc1 (stereo unspecified)
-12%	COc1ccc(C(NC(=O)c2cccc(OC(F)F)c2)C2CC(O)C2)cn1 (stereo unspecified)
u	CC1(C)Cc2c(C#N)c(OCC(=O)Nc3cccc(Cl)c3)nc(N3CCOCC3)c2CO1
-13%	CC1CCCCC1NC(=S)NCc1ccccc1 (stereo unspecified)
u	O=C(Nc1cccc(F)c1)N1Cc2[nH]cnc2C[C@H]1c1nc(-c2ccc3c(c2)OCO3)no1
32µM*	Cc1ccc(NC(=O)c2cc3n(n2)CC(c2ccc4c(c2)OCO4)OC3)cc1 (stereo unspecified)
-33%	COc1ccc(S(=O)(=O)Nc2nc3ccccc3nc2NCc2ccccc2Cl)cc1
-16%	O=C1CC(c2cc(Br)ccc2F)c2cc3c(cc2N1)OCO3 (stereo unspecified)
25%	O=C(NN=C1CCCCC1)c1ccncc1
-22%	CNC(=O)[C@@H]1C[C@H](Oc2ccccc2)CN1C(=O)c1cc(C)n(CCCOC)c1C
40µM*	CNC(=O)c1cc(-c2ccnc(NC(C)=O)c2)cc2c1OCCN2Cc1cccnc1
28µM*	CN(CCC(O)c1ccccc1)c1nccc(-c2cccnc2)n1 (stereo unspecified)
20%	CCC(CC)NC(=O)COc1ncnc2ccc(Br)cc12
13%	C=CCSc1nc2c(c(=O)[nH]c(=O)n2C)n1Cc1ccccc1Cl
40µM*	CS(=O)(=O)N[C@H]1C[C@H]2C(=O)Nc3ccc(-c4cccs4)cc3C(=O)N2C1
u	CCOC(=O)c1[nH]c(C)c(CCC(=O)Nc2ccc(N(CC)CC)cc2C)c1C
-28%	O=C(Cn1nc2c(cc1=O)CCCC2)N[C@@H](Cc1ccccc1)C(=O)O
u	COC(=O)c1cc(-c2ccco2)nc2onc(-c3ccccc3)c12
10%	COc1ccc(NC(=O)c2ccc(CN3C(=O)NC4(CCOCC4)C3=O)cc2)c(OC)c1
-14%	CSc1ccc(NC(=O)c2ccc3c(c2)NC(=O)CS3)cc1

# Later entries.
KDM5B inhibitor	Compound
-22%	CC(C)CNC(=O)C1COC2(CCN(C(=O)CC(C)C)CC2)N1C(=O)c1ccco1 (stereo unspecified)
-7%	Cc1ccncc1C(=O)N1CCC(c2noc(-c3cnccn3)n2)C1 (stereo unspecified)
12%	CCc1ccc(C(=O)NC2CCN(c3cc(-c4ccc(OC)cc4)[nH]n3)CC2)cc1
13%	COc1ccccc1C(=O)NCc1nnc(SCC(=O)Nc2nccs2)n1C
-12%	CCOc1ccc(NC(=O)N2CCCC(Cn3c(C4CC4)nc4cccnc43)C2)cc1 (stereo unspecified)
u	Cc1noc([C@@H]2CN(C(=O)CN3CCCCCC3)C[C@H]2CO)n1
-12%	Cc1cc(C(=O)N2CCCC(Cc3noc(-c4ccccn4)n3)C2)nn1C (stereo unspecified)
89µM*	O=C1NCc2ccccc2CC12CCCN2Cc1ccc(O)cc1O (stereo unspecified)
-14%	CC(=O)N1CCN(C(=O)c2ccc3nc(C)c(C)nc3c2)CC1
-20%	Cc1ccc(-c2nc3cc(Cl)ccc3o2)cc1NC(=O)c1cc2ccccc2o1
-6%	COc1cc(CNC(=O)c2nccnc2N)ccc1O
-9%	C[C@H](NC(=O)c1ccc2nc(-n3cccc3)sc2c1)C(=O)NCc1ccco1
14%	COCCN(CCOC)C(=O)c1cccc(C#N)c1
u	COc1ccccc1N1CCN(c2ccc(=O)n(CC(=O)O)n2)CC1

# A draw from above in order of molecular weight, smallest number first.
KDM5B inhibitor	Compound
14%	COCCN(CCOC)C(=O)c1cccc(C#N)c1
-7%	Cc1ccncc1C(=O)N1CCC(c2noc(-c3cnccn3)n2)C1 (stereo unspecified)
89µM*	O=C1NCc2ccccc2CC12CCCN2Cc1ccc(O)cc1O (stereo unspecified)
u	COc1ccccc1N1CCN(c2ccc(=O)n(CC(=O)O)n2)CC1
-20%	Cc1ccc(-c2nc3cc(Cl)ccc3o2)cc1NC(=O)c1cc2ccccc2o1
-12%	CCOc1ccc(NC(=O)N2CCCC(Cn3c(C4CC4)nc4cccnc43)C2)cc1 (stereo unspecified)
